# Screening results from PubChem BioAssay.
# Vif-A3G inh: Vif-A3G binding inhibition. HeLa A3G-eYFP + Vif (tagged APOBEC3G with the HIV-1 protein that degrades it), YFP fluorescence, overnight. actives 0.076% (n = 410,000). Q9HC16. Potency, µM (highest dose often 46.1 µM), for inactives: at the top dose activity, negative = active, usual class: inhibitors;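 further: potency means the concentration at half of the fitted maximal effect; on the % scale 0 is the no-effect control and ±100 the full control effect; nearly all actives have a fitted effect of over 60% in size; hits raise eYFP signal because A3G escapes Vif-driven loss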
#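 HeLa cells stably expressing Vif and C-terminally eYFP-tagged A3G, seeded overnight at 37 deg C, then exposed to compound by pintool overnight at 37 deg C. Rise in yellow fluorescence (Ex 488/Em 500-530, Acumen) marks blocked Vif-driven A3G degradation.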
# Vif-APOBEC3F blk: inhibitors of Vif-A3F interaction; actives 0.2% (n = 390,000); HeLa A3F-eYFP + Vif (tagged APOBEC3F with the HIV-1 protein that degrades it), YFP fluorescence increase; Potency, µM (series often up to 46.1 µM), inactives show at the top dose activity, negative = active; further: potency means the concentration at half of the fitted maximal effect; % of control where 0% means no effect; nearly all actives have a fitted effect of over 65% in size
#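 HeLa cells stably expressing Vif plus C-terminally eYFP-tagged A3F were seeded, incubated overnight at 37 deg C, dosed with compound, incubated overnight again at 37 deg C. Yellow fluorescence (Ex 488/Em 500-530) reported blocked Vif-mediated A3F-eYFP degradation.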
# D1 ag: agonists of human D1 dopamine receptor; P21728; HEK293 T-REx D1 cells, calcium flux, agonist mode; activation, % at 2 µM; actives 1% (n = 360,000); AID 504660; in the data active means activation above about 30%; further: 0% is about no effect
# Target sequence (P21728 whole entry, looked up): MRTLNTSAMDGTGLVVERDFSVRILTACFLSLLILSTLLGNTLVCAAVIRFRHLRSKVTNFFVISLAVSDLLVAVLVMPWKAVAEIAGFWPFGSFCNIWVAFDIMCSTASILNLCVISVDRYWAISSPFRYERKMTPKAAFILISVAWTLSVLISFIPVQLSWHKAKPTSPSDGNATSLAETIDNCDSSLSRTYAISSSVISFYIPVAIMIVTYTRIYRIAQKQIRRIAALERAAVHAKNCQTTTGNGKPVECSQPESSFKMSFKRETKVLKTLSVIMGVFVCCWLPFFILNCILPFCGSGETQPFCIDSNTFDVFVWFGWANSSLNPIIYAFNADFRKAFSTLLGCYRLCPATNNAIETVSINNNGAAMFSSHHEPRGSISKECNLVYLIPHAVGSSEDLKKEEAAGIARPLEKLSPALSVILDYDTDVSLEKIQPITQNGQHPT
#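 Agonism was scored from calcium flux recorded over 180 s (1 read/s) after pintool compound addition, following a 10-cycle baseline. Cells were inducible force-coupled HEK293 TREx D1, plated overnight at 30 C and loaded with no-wash calcium dye.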
# D1 potentiator: enhances dopamine response at the human D1 receptor; P21728; HEK293 TREx D1 cells, calcium flux, dopamine EC20 potentiation; potentiation, % at 10 µM; actives 0.036% (n = 360,000); AID 504651; in the data active means potentiation above about 30%; further: 0% is about no effect
# Glioma ERSR ind: inducers of ER stress response in human glioma cells; Potency, µM, for the others: at the highest dose activation, actives largely listed as activators; actives 0.02% (n = 420,000); U87-MG GRP78 promoter luciferase reporter, 16 h; further: potency means the concentration at half of the fitted maximal effect; series mostly up to about 76 µM; % of control where 0% means no effect; nearly all actives have a fitted effect of over 35% in size
#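 Stably transfected U87-MG glioma cells carrying a GRP78-based luciferase sensor; 16 h compound incubation. Luminescence end-point read 10 min after Bright-Glo addition at room temperature.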
# D1 antag: antagonists of human D1 dopamine receptor; P21728; actives 3.2% (n = 360,000); HEK293 TREx D1 cells, calcium flux, dopamine EC80; hits give low values; activity change, negative = inhibition, % at 10 µM; in the data active means activity change below about -30%; further: on the % scale 0 is the no-effect control and ±100 the full control effect
#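 Calcium flux readout: force-coupled, inducible Hek293 Trex D1 line, cells induced overnight at 30 C with tetracycline, dye-loaded 30–90 min at RT. Antagonism scored against EC80 dopamine challenge given 180 s after compound.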
# RXFP1 agonist: agonists of human relaxin receptor RXFP1 | Q9HBX9 | HEK293T-RXFP1 cAMP TR-FRET, 30 min; response scale: percent of porcine relaxin response, buffer zero | Potency, µM (series often up to 57.5 µM), for inactives: at the top dose activation, most hits filed as activators | actives 0.3% (n = 370,000); further: potency means the concentration at half of the fitted maximal effect; on the % scale 0 is the no-effect control and ±100 the full control effect; nearly all actives have a fitted effect of over 60% in size; many of its hits are not listed in these tables
#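 HEK293 cells stably expressing RXFP1, treated 30 min at 37C with compounds plus PDE4 inhibitor Ro 20174; cAMP measured by HTRF TR-FRET. Normalized to buffer and 29 nM porcine relaxin; EC50 by Hill fit.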
# LDHA inh: blocks human lactate dehydrogenase A. P00338. purified LDHA, NADH/diaphorase-resazurin fluorescence; hits give low values. activity change, % (values are at about 110 or 230 µM). actives 0.15% (n = 480,000); in the data active means activity change below about -30%; inconclusive means mostly about -25% to -30%;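 further: plate controls were DMSO wells for no effect and wells without enzyme for full effect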
#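 Enzyme activity of human lactate dehydrogenase 5 (2 nM; 0.06 mM NADH, 0.2 mM pyruvate, 5 min, RT) is measured via a resazurin/diaphorase fluorescence readout of residual NADH.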
# D2 PAM: positively modulates the human D2 dopamine receptor allosterically. P14416. HEK293 T-REx D2, calcium flux, EC20 dopamine potentiation. potentiation, % at 10 µM. actives 0.34% (n = 340,000);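 active means potentiation over 3 SD above the plate norm, cut at about 30% in these data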; further: 0% is about no effect
# Target sequence (P14416 whole entry, looked up): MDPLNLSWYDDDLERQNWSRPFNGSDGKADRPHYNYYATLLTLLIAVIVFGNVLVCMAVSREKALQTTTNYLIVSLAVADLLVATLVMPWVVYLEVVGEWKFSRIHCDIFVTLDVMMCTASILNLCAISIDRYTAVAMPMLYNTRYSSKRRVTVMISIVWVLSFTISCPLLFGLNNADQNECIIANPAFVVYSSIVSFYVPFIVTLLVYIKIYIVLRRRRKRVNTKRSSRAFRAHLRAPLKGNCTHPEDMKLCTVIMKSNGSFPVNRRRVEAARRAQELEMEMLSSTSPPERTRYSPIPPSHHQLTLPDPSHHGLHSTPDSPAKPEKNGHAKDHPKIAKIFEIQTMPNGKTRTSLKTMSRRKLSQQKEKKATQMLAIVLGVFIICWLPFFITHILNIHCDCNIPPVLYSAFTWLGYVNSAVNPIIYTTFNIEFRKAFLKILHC
#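 Calcium flux readout, no-wash dye, 1 read/s. Inducible HEK293 Trex D2 line, overnight 30 C. Compound alone 180 s (agonist flags), then EC20 dopamine, another 180 s to score potentiation.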
# Active calls of the source: *; u = inconclusive; x = no result given; & = joins results of further samples. Unless noted, the call rests on the fitted dose curve; in most records, active means well fitted curve in the direction sought with a large enough effect; inconclusive means small, poorly fitted or top-dose-only effect, or another doubt; inactive means no such curve, though single readings can be large; an effect the other way counts as inactive or inconclusive. An excerpt; count on the stated rates, not on these rows.
# Second line of a record – Vif-A3G inh, Vif-APOBEC3F blk, D1 ag, D1 potentiator, Glioma ERSR ind, D1 antag, RXFP1 agonist, LDHA inh, D2 PAM
> O=[N+]([O-])c1ccc(NC(=S)N2CCN(c3ccccn3)CC2)cc1
 : 1%, 2%, 6, 1, -4%, 9, -0.2%, 0, -13
> CCOc1cc(C2NC(=O)NC(C)=C2C(=O)NCc2ccccc2)c(Cl)cc1O (stereo not given)
 : -4%, -8%, 2, -2, -5%, 8, 1.6%, 5, -2
> O=C(c1ccc(Cl)nc1)c1cccs1
 : 0%, 3%, 0, -1, -1%, 12, -1.4%, -6, 3
> Cc1cc(C)n(-c2ccc(C(=O)OCC(=O)c3c(N)n(C)c(=O)n(C)c3=O)cc2)n1
 : 0%, -9%, 4, -2, -4%, 6, 0.5%, -4, 4
> Cc1cc(=O)oc2cc(OCC(=O)Nc3nnc(C4CC4)s3)ccc12
 : 1%, -16%, 3, -7, -5%, -6, 9.0%, 8&-5, x
> COc1ccc2oc(=O)cc(C)c2c1
 : 1%, 4%, 1, -6, -1%, -2, 0.1%, -3, 7
> CCC(C#CCN1CCCCC1)(CC)OCCC#N
 : 0%, -18%, 3, -2, -4%, -5, 1.4%, 0, -15
> CC(C)CNS(=O)(=O)c1ccc(CCC(=O)N2CCOCC2)cc1
 : 2%, 2%, 4, 0, -4%, -15, 1.2%, -2, 2
> COC(=O)c1c(NC(=O)COc2cc(C)c(Cl)c(C)c2)sc2c1CCCC2
 : 2%, 2%, -1, -1, -3%, -9, 5.9%, 0, -1
> OC(c1cc(-c2cccc(Cl)c2)nc2ccccc12)C1CCCCN1 (stereo not given)
 : u, 0%, x, x, -14%, x, x, -6, x
> Cc1ccc(NC(=O)[C@H](CSCc2ccccc2)N2Cc3ccccc3C2=O)cc1
 : 1%, -4%, 4, 0, 2%, -34*, 1.9%, 6, 1
> O=C(COC(=O)C1CC1)NCc1ccccc1Cl
 : 1%, 1%, -2, -1, 4%, x, 2.5%, -10, 1
> COC(=O)C(C)Sc1nnc(Cc2cc(=O)[nH]c(=O)[nH]2)n1-c1ccc(Cl)cc1 (stereo not given)
 : x, x, 0, -3, x, -22, 1.1%, x, -6
> COc1ccc(CC(=O)N2CCN(c3cccc(Cl)c3)CC2)cc1OC
 : -2%, -2%, 9, 1, 1%, -24, 1.8%, 1, 18
> COc1ccc(NC(=O)CN2CCC(C(N)=O)(N3CCCCC3)CC2)cc1
 : -1%, -4%, 0, -2, 1%, 10, 2.4%, -3, -10
> COc1cccc(CN(C)C(=O)c2ccccc2Sc2ccccc2C#N)c1OC
 : -4%, 2%, 2, -1, 1%, -5, 5.6%, -1, -2
> O=C(N/N=C\c1cc2c(cc1Cl)OCO2)c1cccnc1
 : -1%, -1%, 1, 5, 5%, 15, -0.4%, 5, 10
> Cc1ccc(OCc2cc(=O)n3cc(C)sc3n2)c(C)c1
 : 0%, 1%, 1, 0, 0%, 11, 10%, -1, -8
> CC1CCN(S(=O)(=O)c2ccc3c(c2)N(CC(=O)N(C)Cc2ccccc2)C(=O)CO3)CC1
 : -1%, -11%, 3, -5, -3%, -9, -0.3%, 0, 3
> CCCC(=O)Nc1nnc(-c2ccc(Cl)s2)o1
 : -3%, u, -1, x, 2%, -4, 0.1%, 1, -9

# Three entries already listed, sorted by their value in D1 antag, highest first:
SMILES | D1 antag
COc1cccc(CN(C)C(=O)c2ccccc2Sc2ccccc2C#N)c1OC | -5
CC(C)CNS(=O)(=O)c1ccc(CCC(=O)N2CCOCC2)cc1 | -15
COC(=O)C(C)Sc1nnc(Cc2cc(=O)[nH]c(=O)[nH]2)n1-c1ccc(Cl)cc1 (stereo not given) | -22

# Entries from the list above containing a cyano group, in the order listed:
# Second line of a record – Vif-A3G inh, Vif-APOBEC3F blk, D1 ag, D1 potentiator, Glioma ERSR ind, D1 antag, RXFP1 agonist, LDHA inh, D2 PAM
> CCC(C#CCN1CCCCC1)(CC)OCCC#N
 : 0%, -18%, 3, -2, -4%, -5, 1.4%, 0, -15
> COc1cccc(CN(C)C(=O)c2ccccc2Sc2ccccc2C#N)c1OC
 : -4%, 2%, 2, -1, 1%, -5, 5.6%, -1, -2

# Additional compounds
# Second line of a record – Vif-A3G inh, Vif-APOBEC3F blk, D1 ag, D1 potentiator, Glioma ERSR ind, D1 antag, RXFP1 agonist, LDHA inh, D2 PAM
> COc1cc(NC(=O)Cc2cccs2)c(C(=O)O)cc1OC
 : 0%, 6%, 2, -3, -3%, -32*, -2.2%, -11, x
> CC(C)[C@H](NC(=O)c1cc2cc(Cl)ccc2n1C)C(=O)N1CCC(C(=O)O)CC1
 : -1%, 6%, 0, -1, -2%, -1, -0.4%, -5, 0
> CCN1C(c2ccccc2)C(C)C(=O)C(C)C1c1ccccc1 (stereo not given)
 : -5%, -9%, 5, -7, -6%, -25, -0.1%, 1, 0
> C[C@H](CO)N1C[C@H](C)[C@H](CN(C)S(=O)(=O)c2ccc3c(c2)OCCCO3)OCc2cnnn2CCCC1=O
 : 4%, -3%, x, x, -5%, x, x, -5, x
> Cc1cccc(N(CC(=O)NCc2ccc(F)cc2)C(=O)c2ccco2)c1
 : 3%, u, 0, -7, 0%, -7, 0.5%, -8, 17
> COc1ccc(S(=O)(=O)N2CCN(c3ccccc3F)CC2)cc1-c1noc(C)n1
 : -10%, -7%, 6, -3, 0%, -34*, 8.0%, -12, -19
> CCOc1ccccc1Nc1nnc(SCC(=O)NC2CC2)s1
 : 4%, 4%, x, x, -3%, x, x, -7, x
> COc1ccc(NC(=O)CN2C(=O)COc3ccc(S(=O)(=O)NC4CCCC4)cc32)cc1OC
 : 0%, 0%, -2, 6, -4%, -6, 3.7%, -2, -6
> O=C(CSC1CCCCC1)N1CCN(c2ccccc2)CC1
 : 4%, -12%, 1, -8, 4%, -11, 1.7%, -19, 19
> Cc1ccccc1-c1nc(CN2CCC(C(=O)N3CCN(c4ccccn4)CC3)CC2)c(C)o1
 : 0%, -6%, 1, 2, -4%, 0, 0.8%, -13, -11
> O=C(Nc1ccc(F)cc1F)c1ccc2c(O)c(S(=O)(=O)c3ccc(Cl)cc3)c(=O)[nH]c2c1
 : 0%, -3%, 1, -1, -5%, 2, -2.5%, -12, -6
> COc1cccc(C2C=C(Nc3ccccc3)C(=O)N2c2ccccc2)c1 (stereo not given)
 : -6%, -8%, 4, -3, -5%, -10, 1.0%, -2, -4
> O=C(NCCN1CCOCC1)c1ccc(CSc2nc3ccncc3n2Cc2ccc(F)cc2)cc1
 : 3%, -4%, 0, -2, -1%, 16, 3.9%, 4, 0
> COc1ccc(-c2nn(-c3ccccc3C)cc2CNC(C)c2cn(C)nc2C)cc1F (stereo not given)
 : 4%, -4%, 14, 2, -6%, 2, 0.9%, -4, -9
> COc1cc2c(c(OC)c1OC)-c1c(cc3c(c1OC)OCO3)C1OC2[C@@H](C)[C@H]1C (stereo not given in full)
 : 0%, 5%, 2, -2, -5%, -46*, 0.0%, 0, 9
> COc1cc(NC(=S)NCc2ccc(S(N)(=O)=O)cc2)cc(OC)c1
 : -1%, 2%, -2, 2, 1%, -17, -1.5%, -1, -7
> CN(C)/C=C/C(=O)c1ccc2noc(-c3ccccc3)c2c1
 : -2%, -3%, 0, 1, -3%, 7, -2.4%, -2, -11
> Clc1ccc2oc(SCc3cccnc3)nc2c1
 : 1%, 0%, 6, 0, -2%, 0, -3.8%, -6, -1
> CCN(CC(=O)N1CCCC1)S(=O)(=O)c1ccccc1
 : 3%, -16%, 4, 3, -2%, 5, 0.9%, -5, 1
> Cc1cc(OCC(=O)Nc2ccc(S(=O)(=O)N3CCN(C)CC3)cc2)ccc1Br
 : 0%, 8%, 33*, -1, -3%, -72*, -0.3%, -4, 5

# Entries above printed as active in D1 ag:
Structure,D1 ag,D1 potentiator,Glioma ERSR ind,D1 antag,LDHA inh,D2 PAM
Cc1cc(OCC(=O)Nc2ccc(S(=O)(=O)N3CCN(C)CC3)cc2)ccc1Br,33*,-1,-3%,-72*,-4,5

# A draw from above in order of heavy-atom count, ascending.
# Second line of a record – Vif-A3G inh, Vif-APOBEC3F blk, D1 ag, D1 potentiator, Glioma ERSR ind, D1 antag, RXFP1 agonist, LDHA inh, D2 PAM
> CCN1C(c2ccccc2)C(C)C(=O)C(C)C1c1ccccc1 (stereo not given)
 : -5%, -9%, 5, -7, -6%, -25, -0.1%, 1, 0
> Cc1ccc(NC(=O)[C@H](CSCc2ccccc2)N2Cc3ccccc3C2=O)cc1
 : 1%, -4%, 4, 0, 2%, -34*, 1.9%, 6, 1
> C[C@H](CO)N1C[C@H](C)[C@H](CN(C)S(=O)(=O)c2ccc3c(c2)OCCCO3)OCc2cnnn2CCCC1=O
 : 4%, -3%, x, x, -5%, x, x, -5, x

# The listing continues.
# Second line of a record – Vif-A3G inh, Vif-APOBEC3F blk, D1 ag, D1 potentiator, Glioma ERSR ind, D1 antag, RXFP1 agonist, LDHA inh, D2 PAM
> COc1ccc(CNC(=O)COC(=O)CCS(=O)(=O)c2ccc(C)cc2)cc1OC
 : -3%, u, 1, -2, -4%, 24, 0.0%, -4, 4
> C/C(=N\NC(=O)c1ccc(Cl)cc1)c1ccc(N2CCOCC2)cc1
 : 0%, -3%, 4, -6, -1%, 7, -0.6%, -5, -5
> CC(=O)N1c2ccccc2S(=O)(=O)c2c1ccc1ccccc21
 : -8%, 15%, x, x, -3%, x, x, -3, x
> COc1ccc(C2=NS(=O)(=O)N(C)C(C(=O)NCc3ccccn3)=C2)cc1OC
 : -1%, 1%, 1, -6, -4%, -20, 5.7%, 3, -1
> O=C(Nc1ccccc1SCC1CSc2nc3ccccc3c(=O)n21)c1ccccc1 (stereo not given)
 : 3%, 0%, 1, 3, -3%, 6, 0.0%, 0, 2
> C[C@H]1CN([C@@H](C)CO)C(=O)c2cc(Br)cnc2O[C@H]1CN(C)C(=O)C1CC1
 : 0%, -6%, x, x, -2%, x, x, -2, x
> Cc1cc(C(=O)OCC(=O)NC(=O)c2cccn2C)c2ccccc2n1
 : 4%, 14%, 45*, -4, -2%, 17, 3.4%, 0, 2
> Cc1ccc(OCC(=O)Nc2nnc(SCc3cc(=O)c4ccccc4[nH]3)s2)cc1C
 : 0%, 1%, -1, 0, -2%, -3, -0.9%, -1, 1
